iPSC survival up: enhancers of single-cell hiPSC survival, primary screen, ATPlite luminescence | 100% = ROCK inhibitor wells, 0% = DMSO | survival enhancement, % at 20 µM | actives 0.044% (n = 360,000) | AID 602274, 2012; in the data active means survival enhancement above about 18%;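 further: cells exposed to compounds for 16 hours before the ATP read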
LMP1 NFkB inh: EBV LMP1-driven NF-kappaB luciferase reporter inhibitors, primary screen, cell-based, luminescence, single point; LMP1-induced NF-kappaB luciferase reporter cells; inhibition, % at 12.5 µM; actives 0.69% (n = 350,000); in the data active means inhibition above about 41%;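 further: 0% = neutral control wells and 100% = reference inhibitor control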
TRAIL sens C8: viability loss with TRAIL in NB7+C8 cells, primary screen, TRAIL sensitizer project, cell-based, ATPlite luminescence; inhibition (viability loss, TRAIL sensitization), % at 10 µM; actives 1% (n = 360,000); AID 624354, 2012;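 active means compounds causing at least 50% loss of cell viability in the single-dose screen, relative to plate controls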
NR2E3 ag-1: inhibitors of NR2E3-RetCOR corepressor binding, primary screen, NR2E3 agonist project, biochemical, TR-FRET, GST-NR2E3, biotin-RetCOR; Photoreceptor-specific nuclear receptor (Homo sapiens), Q9Y5X4; 1536-well; inhibition of corepressor binding, % at 4.78 µM; actives 0.12% (n = 320,000); AID 2300, 2010;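 active means percent inhibition above the cutoff of mean plus 3 SD of all tested compounds, set per screening campaign, cut at about 20% in these data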;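 further: 0% = DMSO wells and 100% = biotin wells as full block of FRET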
Target sequence (Q9Y5X4 whole entry, looked up): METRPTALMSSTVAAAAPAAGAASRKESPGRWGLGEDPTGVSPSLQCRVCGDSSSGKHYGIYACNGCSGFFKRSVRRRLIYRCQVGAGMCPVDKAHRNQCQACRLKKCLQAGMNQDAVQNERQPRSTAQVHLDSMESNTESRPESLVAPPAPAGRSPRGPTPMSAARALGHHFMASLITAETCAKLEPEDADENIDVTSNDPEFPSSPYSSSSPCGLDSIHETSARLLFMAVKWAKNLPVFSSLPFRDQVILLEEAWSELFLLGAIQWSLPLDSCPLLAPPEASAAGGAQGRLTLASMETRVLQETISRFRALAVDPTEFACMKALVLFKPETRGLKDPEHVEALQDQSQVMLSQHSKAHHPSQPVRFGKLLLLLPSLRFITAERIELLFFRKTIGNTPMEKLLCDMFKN
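Material – GST-tagged NR2E3 plus biotinylated RetCOR corepressor · Quantity – NR2E3 fusion 1.35 nM · Times – 5 h incubation at 4 °C · Medium – pH 7.5 Tris-based buffer · Technique – TR-FRET, Eu(K)-anti-GST donor, streptavidin-D2 acceptor, ex 340, em 617/671 nm · Benchmarks – high control biotin, low control 0.6% DMSO · Format – 1536-well plates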
TRPM1 prom inh: inhibitors of MITF-dependent TRPM1 promoter reporter, primary screen, cell-based, SK-MEL-5, single point, luciferase | SK-MEL-5 TRPM1 promoter luciferase, 24 h | AID 488899, 2010 | inhibition, % at 12.5 µM | actives 0.83% (n = 330,000);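 active means mean inhibition across replicates of 60% or more, whatever share of single replicates reaches that level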; further: values of inactives mirror those of a sister screen read the other way
CF NFkB inh: inhibitors of PAF-induced NF-kB signaling, primary screen, cell-based, GFP fluorescence, uHTS; inhibition, % at 5 µM; actives 0.86% (n = 360,000); KKLEB NF-kB-GFP reporter, GFP fluorescence overnight; AID 588850, 2011;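 active means at least 50% inhibition at 5 µM, scaled per plate between neutral and stimulator controls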;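 further: PAF is a Pseudomonas aeruginosa culture filtrate used as stimulus; plate controls were PAF-stimulated DMSO wells for no effect and unstimulated DMSO wells for full effect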
Peg3 promoter: Peg3 promoter-driven luciferase inhibitors, primary screen, cell-based, HeLa, luciferase luminescence; AID 588405, 2011; inhibition, % at 20 µM; HeLa PEG-Prom luciferase reporter, overnight; actives 1.7% (n = 360,000);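 active means inhibition of at least 50% at 20 µM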
Shn3 3UTR inh: reduction of Shn3 3'UTR firefly luciferase signal, primary screen, Schnurri-3 inhibitor project, cell-based, Clone20 osteoblasts, set 2 | Clone20 osteoblast Shn3 3'UTR firefly luciferase, 24 h | inhibition, % at 12.5 µM | actives 0.52% (n = 360,000) | AID 588674, 2011;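 active means mean inhibition of at least 75% with every replicate also reaching 75%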;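 further: 0% = median of neutral control wells and 100% = pilot-screen positive control compound; some compounds past the cut are filed as inactive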
NR2E3 ag-2: NR2E3 agonists in two-hybrid cells, primary screen, cell-based, luminescence, CHO-S, Gal4-NCOR/VP16-NR2E3; Photoreceptor-specific nuclear receptor (Homo sapiens), Q9Y5X4; luciferase; inhibition of corepressor binding, % at 3.98 µM; actives 0.35% (n = 360,000); AID 602229, 2012;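 active means inhibition above the mean of all tested compounds plus 3 SD, cut at about 70% in these data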;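 further: 0% = DMSO with NR2E3 transfected cells and 100% = cells lacking NR2E3 construct; higher means lower luciferase signal from less NR2E3 corepressor binding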
KKLEB cytotox: cytotoxicity in KKLEB CF airway cells, primary screen, cytotoxicity control for CF NF-kB inhibitor project, cell-based, uHTS, fluorescence assay plates; KKLEB CF airway cells viability, ATPlite luminescence, overnight; stronger effect = lower value; cells stimulated with P. aeruginosa culture filtrate; AID 602141, 2011; actives 0.36% (n = 360,000); activity change (cytotoxicity), % at 5 µM;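 active means corrected activity change at or below -50% at 5 µM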
HIF-2a block: HIF-2a reporter inhibitors, primary screen, luminescence, 786-0 RCC cells. 786-0 RCC cells HIF-2a reporter, luciferase luminescence, overnight. actives 0.72% (n = 360,000). inhibition, % at 18.8 µM;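 active means inhibition of the luminescence signal of 40% or more relative to plate controls, in a single-dose primary screen at 18.75 µM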
* hit, by the source's call; / = not tested or not shown. The list is partial. The share of hits here may be higher or lower than overall.

Results follow in this order: iPSC survival up, LMP1 NFkB inh, TRAIL sens C8, NR2E3 ag-1, TRPM1 prom inh, CF NFkB inh, Peg3 promoter, Shn3 3UTR inh, NR2E3 ag-2, KKLEB cytotox, HIF-2a block
> CC1(C(=O)NS(=O)(=O)c2ccc(Cl)s2)CCN1C(=O)Cc1ccccc1Cl (centres undefined)
  0.7, /, -6, /, /, -28, 7, -6, -14, 3, 0
> O=C(Nc1ccsc1C(=O)NC1CCCCC1)c1ccc(F)cc1
  -3.7, -12, -8, 1, 11, 11, 22, -4, -15, -15, 23
> O=C(c1ccc(S(=O)(=O)N2CCCC2)cc1)N1CCC(CN2C(=O)c3cccc4cccc(c34)C2=O)CC1
  -0.2, 1, 7, -2, 5, -8, 10, -11, 17, 4, 14
> Cc1cc(C)c2c(-n3cccc3)c(NC(=O)OCc3ccccc3)sc2n1
  0.7, -6, -4, -5, 3, 5, 9, 13, -14, -10, 14
> CCN(C(=O)CSc1nnc(-c2ccccc2)o1)c1c(N)n(Cc2ccccc2)c(=O)[nH]c1=O
  -0.6, 0, -3, 0, -21, 7, -4, -16, 11, 6, -3
> C=CCN(C(=O)CSC1=NC(=O)CN1C(C)=O)c1nc(C)c(-c2ccccc2)s1
  -1.3, -25, -11, 0, -27, 29, -87, -44, -21, 27, -118
> CCOC(=O)[C@@H](NC(=O)CC[C@H]1O[C@@H](n2ccc(=O)[nH]c2=O)[C@H](O)[C@@H]1O)C(C)C
  0.7, /, 2, /, /, 1, 6, 3, -6, 0, 6
> COc1ccccc1CNC(=O)c1cc2c(s1)CS(=O)(=O)C2
  -1.2, 3, -17, 5, -6, 9, 2, 31, -11, 10, 14
> NC(=O)CSc1nnnn1-c1ccccc1Cl
  -0.3, -6, -1, 2, -2, 4, -3, 2, -11, 4, 6
> COc1ccc(Br)cc1CNC(=O)c1ccc2c(c1)N(C)CCS2
  2.9, 6, 26, 2, -11, -23, 14, -13, -40, 7, 2
> O=C(NCc1ccccc1)N1CCN(CCO)CC1
  1.0, 1, 4, 1, 0, 6, 18, -14, 0, -6, 15
> CCOC(=O)C1(C)CCCN1C(=O)c1csnn1 (centres undefined)
  0.2, /, -9, /, /, 10, 8, 0, -20, 5, -6
> O=C(Cn1nnc2ccccc2c1=O)NCc1ccc(Cl)cc1
  0.9, -3, -1, 5, -4, 10, -25, -1, 9, 12, -49
> CCCCC1CCc2[nH]nc(C(=O)O)c2C1 (centres undefined)
  -3.1, 1, 17, 2, 5, 3, 6, -2, 9, -9, 27
> CC(C)(C)NC(=O)NC(=O)COC(=O)C1c2ccccc2Oc2ccccc21
  1.2, -6, -6, 3, -2, -20, -6, 2, 2, 1, -4
> CCOC(=O)CN1CC23C=CC(O2)C(C(=O)Nc2ccc(F)cc2)C3C1=O (centres undefined)
  1.0, 1, 4, -1, -6, -9, 15, 4, -23, 7, 10
> C=C(C)COc1ccc(C2NC(=O)c3ccccc3O2)cc1OCC (centres undefined)
  -0.3, -12, -15, /, 5, -2, 8, -9, -53, -6, 23
> CC(=O)c1cc(CN2CCN(Cc3ccccc3)C(CCO)C2)cs1 (centres undefined)
  -0.5, 8, -1, -1, 17, -7, -9, 2, -18, -7, -6
> COC(=O)c1c(NC(=O)c2cccc(N3C(=O)CCC3=O)c2)sc2c1CCN(C(C)=O)C2
  0.7, -16, -2, 1, 13, -13, 22, 6, 1, -23, 6
> COc1cc(/C=N/NC(=O)c2ccccn2)cc2c1OCO2
  1.9, -8, 11, 1, -15, 8, -133, -39, -63, 1, -139

Four of the compounds above, in markdown.
| molecule | iPSC survival up | LMP1 NFkB inh | TRAIL sens C8 | NR2E3 ag-1 | TRPM1 prom inh | CF NFkB inh | Peg3 promoter | Shn3 3UTR inh | NR2E3 ag-2 | KKLEB cytotox | HIF-2a block |
| --- | --- | --- | --- | --- | --- | --- | --- | --- | --- | --- | --- |
| O=C(NCc1ccccc1)N1CCN(CCO)CC1 | 1.0 | 1 | 4 | 1 | 0 | 6 | 18 | -14 | 0 | -6 | 15 |
| CCOC(=O)C1(C)CCCN1C(=O)c1csnn1 (centres undefined) | 0.2 | / | -9 | / | / | 10 | 8 | 0 | -20 | 5 | -6 |
| O=C(Cn1nnc2ccccc2c1=O)NCc1ccc(Cl)cc1 | 0.9 | -3 | -1 | 5 | -4 | 10 | -25 | -1 | 9 | 12 | -49 |
| CCCCC1CCc2[nH]nc(C(=O)O)c2C1 (centres undefined) | -3.1 | 1 | 17 | 2 | 5 | 3 | 6 | -2 | 9 | -9 | 27 |

The results go on:
Results follow in this order: iPSC survival up, LMP1 NFkB inh, TRAIL sens C8, NR2E3 ag-1, TRPM1 prom inh, CF NFkB inh, Peg3 promoter, Shn3 3UTR inh, NR2E3 ag-2, KKLEB cytotox, HIF-2a block
> CCc1ccc2[nH]c(=O)c(C(c3nnnn3Cc3ccccc3)N3CCOCC3)cc2c1 (centres undefined)
  -2.5, 1, -15, 5, 6, -3, -2, -14, 2, 8, 10
> CCn1ncc2c(OCc3ccc(C#N)cc3)cc(C)nc21
  1.3, 16, -7, 0, -4, -6, 13, -2, 3, -8, 4
> Cc1ccc(CNC(=O)Cn2cnc3c(NC(=O)OCc4ccccc4)ncnc32)o1
  -0.4, 2, -8, 2, -16, 3, -25, -16, 3, 20, -23
> COc1ccc(C(=O)Nc2ccccc2Cc2ccccc2)c(OC)c1
  4.7, -9, 21, -2, -10, 13, -13, -2, -7, -4, -47
> CCOC(=O)c1cc2c(c(CCO)n1)[C@@H](CCO)N(S(=O)C(C)(C)C)C2 (some centres undefined)
  1.7, -2, -23, /, 14, -7, -2, -8, -5, 7, 5
> Cc1ccc(C(=O)NCCNC(=O)c2ccccn2)cc1
  0.8, 1, -17, 2, 4, -7, 12, 9, -18, 4, -9
> Cc1cnc(NC(=O)CCc2ccccc2)s1
  -0.7, -12, 29, 1, -36, 5, -87, -18, -59, -3, -152
> COc1ccc(S(=O)(=O)N2CCCCCC2)cc1C(=O)N(C)Cc1ccc(Cl)cc1Cl
  -0.4, 18, 9, 2, 3, 9, 27, 22, -17, -8, 12
> Cc1csc(SCC(=O)Nc2cccc(S(=O)(=O)N3CCCC3)c2)n1
  2.1, -17, 7, -3, 5, -23, 8, 22, 5, 14, -3
> CCOc1ccccc1OCCCC(=O)Nc1sccc1C(N)=O
  -0.5, 1, -5, 2, 6, 13, 7, -6, -7, -5, 0
> COc1ccccc1NCC(=O)N/N=C/c1sccc1C
  0.5, 7, -4, 1, 8, 2, -44, 1, -28, 20, -73
> COc1ccc(S(=O)(=O)N2CCC(C(=O)Nc3cccc(C(C)=O)c3)CC2)cc1C
  0.9, 6, 17, 4, 8, 23, 10, 18, -19, 0, 9
> CC(C)CC(=O)Nc1ccc2c(c1)OCO2
  0.7, -6, -4, 7, -25, -5, -20, -8, -13, 2, -43
> CCCCC(=O)Nc1ccc(C(=O)Nc2ccc(OC)cc2[N+](=O)[O-])cc1
  0.4, -6, 2, 2, 28, 9, -22, -16, -49, -5, 28
> CCOC(=O)Cn1nc(-c2ccccc2)ccc1=O
  14, 3, -2, 2, 1, 13, -17, -21, 23, 3, -15
> COc1ccc(OCC(=O)N2CCN(S(=O)(=O)c3ccc(Cl)s3)CC2)cc1
  -0.3, -2, -4, 4, -6, 7, 14, 7, -17, 4, 10
> O=C1C2CC=CCC2C(=O)N1c1ccc(NCCc2ccccc2F)c([N+](=O)[O-])c1 (centres undefined)
  0.6, -24, 8, -1, -54, 10, -47, -4, -32, -5, -178
> N#Cc1ccc(C(=O)Nc2ccc([N+](=O)[O-])cc2)c(F)c1
  -0.8, -1, 2, -3, -7, -9, -101, -1, -27, -5, -98
> COc1ccc(Cc2nc3ccc(C(=O)NCCn4ccnc4C)cc3o2)cc1OC
  -0.5, 3, -10, 0, -16, -3, -7, -2, -3, 10, -10
> COc1ccc(-c2ncc(CN3CCN(CCC(C)C)C(CCO)C3)cn2)cc1 (centres undefined)
  -1.0, -18, 3, 0, -12, 7, -96, -50, -67, 6, -144

Just HIF-2a block, CF NFkB inh and iPSC survival up (two entries from above):
structure | HIF-2a block | CF NFkB inh | iPSC survival up
CCOC(=O)Cn1nc(-c2ccccc2)ccc1=O | -15 | 13 | 14
COc1ccccc1NCC(=O)N/N=C/c1sccc1C | -73 | 2 | 0.5

Continued.
Results follow in this order: iPSC survival up, LMP1 NFkB inh, TRAIL sens C8, NR2E3 ag-1, TRPM1 prom inh, CF NFkB inh, Peg3 promoter, Shn3 3UTR inh, NR2E3 ag-2, KKLEB cytotox, HIF-2a block
> O=C(O)C1CCCCC1C(=O)NC1CCCCC1 (centres undefined)
  -1.7, 7, -9, 3, -3, -16, -2, 13, -13, 16, 1
> Cn1c(NC(=O)c2ccc(F)c(F)c2)cc(=O)n(C)c1=O
  3.5, -4, 2, 2, -12, -43, 15, -6, 23, -14, 12
> O=C(CSc1nc2ccccc2[nH]1)N/N=C/C=C\c1ccccc1[N+](=O)[O-]
  -0.4, 1, -15, -4, 9, -1, 4, 8, -22, -2, -5
> CCOC(=O)C1CCN(S(=O)(=O)c2c(C)[nH]c(=O)[nH]c2=O)CC1
  -1.4, -1, 9, 1, -7, 14, 3, 13, -23, 0, 33
> O=C(NCc1ccccc1)c1ccc(Cl)nc1
  3.7, -6, -17, 3, -5, -2, -6, 3, -6, 5, -7
> CN1CCN(C(=O)CSc2ccc(C(F)(F)F)cc2[N+](=O)[O-])CC1
  0.9, -5, -5, 0, -13, -8, 0, -1, -28, -1, 7
> CCOc1ccc(C(=O)Nc2c3c(nn2-c2ccc(C)cc2)CS(=O)C3)cc1OCC (centres undefined)
  -0.3, -6, -12, 4, /, -35, 10, -8, 18, 8, 4
> CCOC(=O)c1nn(-c2ccc(C)cc2)c(=O)cc1OCC(=O)Nc1cccc(C)c1
  0.1, -8, 12, -1, 1, -14, 11, 1, 5, 1, 14
> O=C(Nc1cc([N+](=O)[O-])ccc1N1CCOCC1)c1cccs1
  -0.2, 5, 6, 1, 12, -5, 18, 20, -32, 4, -1

Screening data from PubChem.
